Compound activity as filed in PubChem BioAssay.
DT40 TDP1 no CPT: qHTS for Inhibitors of human tyrosyl-DNA phosphodiesterase 1 (TDP1): qHTS in cells in absence of CPT; 420,000 compounds, 15% hits; Potency, µM (top dose mostly 46.2 µM), for inactives: at the top dose activity change, negative = growth inhibition, actives largely listed as inhibitors; AID 686978, 2013; DT40 Tdp1-/- hTDP1 cells, no CPT, ATP luminescence, 48 h; further: nearly all actives have a fitted effect of over 55% in size
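Chicken DT40 Tdp1-/- cells stably complemented with human TDP1 were seeded at 400 cells/well with DMSO in place of 20 nM camptothecin. After compound pinning, cells grew at least 48 hr at 37 °C; viability read by CellTiter-Glo luminescence.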
DT40 TDP1 CPT: qHTS for Inhibitors of human tyrosyl-DNA phosphodiesterase 1 (TDP1): qHTS in cells in presence of CPT | chicken DT40 Tdp1-/-;hTDP1 cells + 20 nM CPT, ATP luminescence, 48 h | Potency, µM (titrated, usually from 46.2 µM), for the others: top-dose activity change, negative = growth inhibition, actives largely listed as inhibitors | 420,000 compounds, 12% hits | AID 686979, 2013; further: nearly all actives have a fitted effect of over 55% in size
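Chicken DT40 Tdp1-/- cells stably complemented with human TDP1 were seeded at 400 cells/well in medium containing 20 nM camptothecin, exposed to pin-transferred compounds, and grown at 37 °C for at least 48 hr. Viability was read as ATP luminescence.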
TDP1 block: qHTS Assay for Inhibitors of Tyrosyl-DNA Phosphodiesterase (TDP1); Tyrosyl-DNA phosphodiesterase 1 (Homo sapiens), Q9NUW8; recombinant TDP1, AlphaScreen DNA substrate cleavage; Potency, µM (titrated, usually from 130 µM), for the others: at the top dose activity change, negative = inhibition, usual class: inhibitors; 350,000 compounds, 0.28% hits; AID 485290, 2010; further: nearly all actives have a fitted effect of over 40% in size
Target sequence (Q9NUW8 whole entry, looked up): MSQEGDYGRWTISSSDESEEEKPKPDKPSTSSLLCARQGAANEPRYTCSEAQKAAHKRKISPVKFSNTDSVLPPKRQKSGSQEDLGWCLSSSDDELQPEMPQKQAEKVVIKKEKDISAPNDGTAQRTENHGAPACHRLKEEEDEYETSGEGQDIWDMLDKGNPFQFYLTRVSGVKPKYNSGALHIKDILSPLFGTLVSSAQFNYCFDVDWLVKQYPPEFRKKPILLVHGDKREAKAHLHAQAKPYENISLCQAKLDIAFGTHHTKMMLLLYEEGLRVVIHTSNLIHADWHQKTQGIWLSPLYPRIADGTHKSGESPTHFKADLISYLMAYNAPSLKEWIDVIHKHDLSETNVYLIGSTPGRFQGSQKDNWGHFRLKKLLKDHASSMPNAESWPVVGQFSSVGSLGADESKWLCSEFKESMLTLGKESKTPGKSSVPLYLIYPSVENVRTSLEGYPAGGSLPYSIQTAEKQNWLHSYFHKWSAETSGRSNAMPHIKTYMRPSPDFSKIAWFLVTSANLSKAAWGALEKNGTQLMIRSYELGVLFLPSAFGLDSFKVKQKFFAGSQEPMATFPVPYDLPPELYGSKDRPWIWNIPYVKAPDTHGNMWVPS
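Here, a 5' biotin and 3' phosphotyrosine-FITC DNA oligonucleotide reports Tdp1 activity: intact substrate bridges AlphaScreen beads, while cleavage leaves a 3' phosphate and drops signal. All incubations at room temperature.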
Active calls of the source: *; ? = inconclusive; . = no result given; [ ] = remark or other dose. The call rests on the fitted dose curve; in most records, active means well fitted curve in the direction sought with a large enough effect; inconclusive means small, poorly fitted or top-dose-only effect, or another doubt; inactive means no such curve, though single readings can be large; an effect the other way counts as inactive or inconclusive. On the % scale 0 is the no-effect control and ±100 the full control effect; potency means the concentration at half of the fitted maximal effect. Not a hit list, and some 18% of all compounds hit somewhere here.

No.	mol	TDP1 block	DT40 TDP1 CPT	DT40 TDP1 no CPT
1	Cc1cc(SCC(=O)c2cccs2)nc2ccccc12	5%	16µM*	?
2	CCNC(=S)N1CCN(c2nc(-c3cccc(OC)c3)cs2)CC1	.	10µM*	15µM*
3	O=S1(=O)C[C@H](N2CCN(CC3CC3)CC2)[C@@H](COCc2ccccc2)N1	.	?	?
4	CC(C)(C)c1ccc(OCc2nnc(SCC(N)=O)n2N)cc1	5%	5%	-13%
5	Cc1c(NC(=O)C(C)OC(=O)c2cc(-c3cccc4ccccc34)nc3ccccc23)c(=O)n(-c2ccccc2)n1C (stereo not drawn)	2%	-17%	?
6	Nc1nnc(SCC(=O)c2ccccc2)s1	2%	-20%	1%
7	Cc1cccc(OC(=O)CN2C(=O)C3C4CCC(C4)C3C2=O)c1C (stereo not drawn)	2%	3%	-1%
8	NS(=O)(=O)c1ccc(CCNC(=O)c2cnccn2)cc1	.	1%	-7%
9	Cc1ccc(C2CN(C)C3(C(=O)Nc4ccccc43)C23COc2ccccc2C3=O)cc1 (stereo not drawn)	2%	?	?
10	CCCCCNC(=O)C(c1ccncc1)n1c(=O)c(-c2ccco2)nc2ccccc21 (stereo not drawn)	.	?	-24%

From no. 1 to 3, copied from above:
No.	mol	TDP1 block	DT40 TDP1 CPT	DT40 TDP1 no CPT
1	Cc1cc(SCC(=O)c2cccs2)nc2ccccc12	5%	16µM*	?
2	CCNC(=S)N1CCN(c2nc(-c3cccc(OC)c3)cs2)CC1	.	10µM*	15µM*
3	O=S1(=O)C[C@H](N2CCN(CC3CC3)CC2)[C@@H](COCc2ccccc2)N1	.	?	?

(list continues)
No.	mol	TDP1 block	DT40 TDP1 CPT	DT40 TDP1 no CPT
11	CCOC(=O)c1c(N)n(C2CC(C)(C)NC(C)(C)C2)c2nc3ccccc3nc12	-6%	?	-27%
12	CC(C)C1C(=O)N(Cc2cn(Cc3ccco3)nn2)CCS(=O)(=O)N1Cc1ccc(-c2ccc(Cl)cc2)cc1 (stereo not drawn)	.	9.2µM*	6.5µM*
13	O=C1NC2(CCCC2)N=C1c1ccc(F)cc1	4%	-11%	-8%
14	O=C(CNCc1ccccc1)Nc1ccc(F)cc1	.	-7%	-10%
15	Cc1cccc(NC(=S)Nn2cnnc2)c1C	3%	2%	-5%
16	O=C(COc1ccc(Cl)cc1)NNC(=O)c1ccncc1	1%[56.1 µM]	9%	16%
17	Cc1cccc(C(=O)Oc2csc(=S)n2C(=O)c2cccc(C)c2)c1	2%	8%	-21%
18	CC1CCN(c2nc3ccccc3nc2C(C#N)C(=O)OC2CCCCC2)CC1 (stereo not drawn)	2%	16µM*	?
19	O=C1NC[C@@H](CCCCN2C[C@H](Cc3ccc(O)cc3)N(CCc3ccccc3)C(=O)C2=O)N(CCc2ccc(O)cc2)C1=O	.	-22%	-14%
20	O=C(Nc1nc2ccccc2n1CCOc1ccc(Cl)cc1)c1ccco1	6%	26µM*	18µM*

No.	mol	TDP1 block	DT40 TDP1 CPT	DT40 TDP1 no CPT
21	Cn1ccnc1SCC(=O)Nc1ccc(Cl)cn1	0%	12%	0%
22	COc1ccc(N(CC2CO2)S(=O)(=O)c2ccc(C)cc2)cc1 (stereo not drawn)	3%	?	?
23	CCCC1C(c2ccccc2)C(C#N)(C#N)C2(C#N)CC1(N)NC2=O (stereo not drawn)	7%	1%	2%
24	O/N=C1\CCCc2ccc3ccccc3c21	.	0%	4%
25	O=C(CCc1nc2ccccc2s1)OCC(=O)c1ccc[nH]1	2%	2%	-2%
26	CCOc1ccc(-c2nnn(CC(=O)c3ccc4c(c3)OCCO4)n2)cc1	1%	?	16µM*
27	CCOCCCNC(=O)c1ccc(OC(C)=O)cc1	2%	-5%	-7%
28	O=c1[nH]c(Cc2cccc(C(F)(F)F)c2)nc2ccccc12	.	-19%	?
29	Clc1ccc(NCc2nncn2-c2ccccc2)cc1	3%	-2%	-11%
30	CCCCn1c(N)c(N(CC(C)C)C(=O)c2ccc(N3C(=O)CCC3=O)cc2)c(=O)[nH]c1=O	0%	2%	8%

No.	mol	TDP1 block	DT40 TDP1 CPT	DT40 TDP1 no CPT
31	Cc1ccc(C(C)C)c(OCCSc2nc(-c3cccs3)nc3cc(=O)[nH]n23)c1	0%	?	?
32	CCCCC(Sc1nc(N)c(NC(=O)c2ccc(OC)cc2)c(=O)[nH]1)C(=O)O (stereo not drawn)	5%	14%	-10%
33	CCCC(=O)Nc1ccc(-c2csc(NNC(C)=O)n2)cc1	4%	?	-21%
34	CC(C)N(Cc1ccccc1)C(=O)CN1c2cccc3cccc(c23)S1(=O)=O	-5%	?	?
35	CCN(CC)c1ccc2cc(C(=O)O)c(=O)oc2c1	5%	-13%	-13%
36	C[C@H](CO)N1C[C@H](C)[C@@H](CN(C)Cc2ccc(Cl)c(Cl)c2)Oc2c(NS(=O)(=O)c3ccc(F)cc3)cccc2C1=O	3%	?	23µM*
37	O=C1c2ccccc2C2(c3ccccc3)NCCCN12 (stereo not drawn)	0%	-4%	0%
38	O=C(CSc1nc(O)c(C(c2ccccc2)c2ccccc2)c(=O)[nH]1)N1CCOCC1	0%	-13%	?
39	O=C(NCC1CCCO1)C(c1ccccn1)N(Cc1ccccc1Cl)C(=O)CN1C(=O)c2ccccc2S1(=O)=O (stereo not drawn)	3%	22%	-2%
40	COc1ccc(CN2C(=O)C(CC(=O)NCCCCc3ccccc3)CC(C(=O)N(C(C)C)C(C)C)=C2C)cc1 (stereo not drawn)	.	13µM*	12µM*

No.	mol	TDP1 block	DT40 TDP1 CPT	DT40 TDP1 no CPT
41	NC(=O)c1ccccc1NC(=O)c1ccc(-c2ccc(Br)cc2)o1	.	-24%	?
42	O=C(C[n+]1c(Cl)ccc2ccccc21)c1ccc2ccccc2c1	.	-14%	-7%
43	COc1ccc(N2CC(C(=O)O)CC2=O)cc1 (stereo not drawn)	8%	-16%	0%
44	COCCNC(=O)/C(C#N)=C/c1ccccc1Br	-5%	15µM*	16µM*
45	CCCN(CCC)C(C(=O)Nc1cccc(OC)c1)c1ccccc1 (stereo not drawn)	-6%	?	?
46	CCCCCCCCCCCCCCCC(=O)O[C@H](CC(=O)O)C[N+](C)(C)C	8%	?	30µM*
47	COc1ccc(C2(C)NC(=O)N(CC3CCCCC3)C2=O)cc1 (stereo not drawn)	.	9%	-7%
48	COc1ccc(SCC(=O)c2cc(C)c(OC(=S)N(C)C)c(C)c2)cc1	5%	21µM*	?
49	Cc1ccc(S(=O)(=O)C2(C(=O)Nc3ccc(Cl)c(C(F)(F)F)c3)CC2)cc1	1%	?	16µM*
50	COC(=O)Cn1c(=NC(=O)c2ccc(Cl)s2)sc2cc(F)ccc21	-2%	-19%	?

6 entries out of the list, sorted by molar mass, lowest first.
No.	mol	TDP1 block	DT40 TDP1 CPT	DT40 TDP1 no CPT
43	COc1ccc(N2CC(C(=O)O)CC2=O)cc1 (stereo not drawn)	8%	-16%	0%
47	COc1ccc(C2(C)NC(=O)N(CC3CCCCC3)C2=O)cc1 (stereo not drawn)	.	9%	-7%
42	O=C(C[n+]1c(Cl)ccc2ccccc21)c1ccc2ccccc2c1	.	-14%	-7%
41	NC(=O)c1ccccc1NC(=O)c1ccc(-c2ccc(Br)cc2)o1	.	-24%	?
48	COc1ccc(SCC(=O)c2cc(C)c(OC(=S)N(C)C)c(C)c2)cc1	5%	21µM*	?
49	Cc1ccc(S(=O)(=O)C2(C(=O)Nc3ccc(Cl)c(C(F)(F)F)c3)CC2)cc1	1%	?	16µM*

(more compounds)
No.	mol	TDP1 block	DT40 TDP1 CPT	DT40 TDP1 no CPT
51	CCOc1ccccc1NC(=O)C1CC(=O)n2ncnc2N1 (stereo not drawn)	3%	-2%	3%
52	O=C(Nc1ccccc1)C1=C[C@H](c2coc3ccccc3c2=O)C[C@H](OCCCCO)O1	4%	?	?
53	O=[N+]([O-])c1ccc(Oc2ccc(-c3cnc4ccccc4n3)cc2[N+](=O)[O-])cc1	0%	10µM*	15µM*
54	O=[N+]([O-])c1ccc(O)c(C2=NNC(c3ccccc3F)C2)c1 (stereo not drawn)	.	23µM*	16µM*
55	CCOc1cc(N2CCOCC2)c(OCC)cc1NC(=O)COC(=O)c1cc(C)oc1C	-4%	?	-24%
56	O=C(CSc1nc2ccccc2nc1Cc1ccccc1)NCc1ccccc1Cl	5%	?	?
57	O=S(=O)(NCc1ccccc1)NCc1cccc(C(F)(F)F)c1	-3%	-2%	-7%
58	COc1ccccc1NC(=O)CSc1nnc(Cn2nnc(-c3ccccc3)n2)n1-c1ccccc1	9%	18µM*	21µM*
59	Cc1nnc(SCC(=O)Nc2cc(C(F)(F)F)ccc2Cl)n1C	4%	3%	14%
60	Cc1ccccc1CN1CCC(Oc2ccc(C(=O)N3CCCC3)cc2)CC1	2%	-18%	-15%

No.	mol	TDP1 block	DT40 TDP1 CPT	DT40 TDP1 no CPT
61	NC(=O)COC(=O)c1ccccc1OCc1ccccc1Cl	1%	?	-10%
62	CCOC(=O)C1CCCN(CCC(=O)Nc2ccc(C)c(C)c2)C1 (stereo not drawn)	0%	-25%	-27%
63	Cc1ccccc1NC(=S)N(CCCN1CCOCC1)Cc1cccnc1	5%	-7%	-22%
64	CC(=O)c1cccc(NC(=S)NC(=O)c2cccc(Cl)c2)c1	2%	-5%	-15%
65	COc1ccc(CCN2C(=O)C3CC=C(C)CC3C2=O)cc1OC (stereo not drawn)	3%	-30%	-29%
66	O=C(Nc1cccnc1)c1noc2c1CCCCC2	6%	-29%	-20%
67	CC1CCN(S(=O)(=O)N2CCN(C(=O)c3ccc4c(c3)OCO4)CC2)CC1	4%	5%	-1%
68	NC(=O)c1ccc(NC(=O)CC23CC4CC(CC(Br)(C4)C2)C3)cc1	6%	-5%	-6%
69	COc1cc(OC)c(NC(=O)Nc2ccccc2OCc2cc(=O)n3cc(C)ccc3n2)cc1Cl	3%	8.2µM*	9.2µM*
70	O=c1[nH]c(=S)[nH]c2c1C(c1ccc(F)cc1)OC(CCC(F)(F)F)C2 (stereo not drawn)	.	0%	-5%

Exported field by field: 4 of the compounds above.
65: COc1ccc(CCN2C(=O)C3CC=C(C)CC3C2=O)cc1OC (stereo not drawn)
- TDP1 block: 3%
- DT40 TDP1 CPT: -30%
- DT40 TDP1 no CPT: -29%
68: NC(=O)c1ccc(NC(=O)CC23CC4CC(CC(Br)(C4)C2)C3)cc1
- TDP1 block: 6%
- DT40 TDP1 CPT: -5%
- DT40 TDP1 no CPT: -6%
66: O=C(Nc1cccnc1)c1noc2c1CCCCC2
- TDP1 block: 6%
- DT40 TDP1 CPT: -29%
- DT40 TDP1 no CPT: -20%
70: O=c1[nH]c(=S)[nH]c2c1C(c1ccc(F)cc1)OC(CCC(F)(F)F)C2 (stereo not drawn)
- TDP1 block: .
- DT40 TDP1 CPT: 0%
- DT40 TDP1 no CPT: -5%

(further entries)
No.	mol	TDP1 block	DT40 TDP1 CPT	DT40 TDP1 no CPT
71	Cc1ccc2[nH]c(C)cc(=S)c2c1	1%	13µM*	16µM*
72	Cc1csc(SC(C)C(=O)Nc2ccc(F)cc2Cl)n1 (stereo not drawn)	-3%	-1%	-6%
73	COc1ccc(NC(=S)Nc2ccc(S(=O)(=O)N3CCCCC3)cc2)cc1	.	?	?
74	CC(SC(C)C(=O)NN=Cc1c[nH]c2ccccc12)C(=O)NN=Cc1c[nH]c2ccccc12 (stereo not drawn)	.	?	-27%
75	Cc1ccc(S(=O)(=O)N(C)CC(=O)N2CC(C)OC(C)C2)cc1 (stereo not drawn)	3%	-11%	10%
76	COc1ccc(C(C(=O)NC2CCCCC2)N(C(=O)CCl)c2ccccc2Cl)cc1 (stereo not drawn)	-3%	-24%	15µM*
77	Cc1cc(C(=O)NC2CC(C)(C)Cc3c2cnn3-c2ccc(F)cc2)nn1C (stereo not drawn)	2%	?	?
78	CN1CCN(NC(=O)CC(C)(C)C)CC1	3%	-20%	-6%
79	O=C1CCC[C@@H]2Cc3[nH]c4c(Cl)ccc(Cl)c4c3[C@@H]3CCN1[C@H]23	.	?	?
80	COc1ccc(S(=O)(=O)N2CCOCC2)cc1NC(=O)c1ccc(SC)cc1OC	.	?	?
81	Cn1c(=O)c2cc(NC(=S)NC3CCCCC3)ccc2n1-c1ccccc1	.	?	?
82	CCCNC(=O)c1cc(C2CCCCN2S(=O)(=O)c2ccc(C#N)cc2)on1 (stereo not drawn)	.	-7%	-6%
